# beta cell repl = inducers of MIN6 beta-cell proliferation, primary screen, ATP luminescence, uHTS; MIN6 cells proliferation, ATPlite luminescence, 48 h; cells starved in 0.2% serum; 100% = growth in 10% serum; proliferation, % at 10 µM; 330,000 tested, 0.29% active; AID 2380, 2010;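 active = compounds whose signal lies at least 3.5 SD above the mean of all wells on their plate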;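 also: 0% = DMSO-treated cells in low-serum medium and 100% = 10% serum control; some compounds called inactive have numbers as strong as hits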
# SENP1 inh = human SENP1 catalytic domain inhibitors, primary screen, biochemical, FRET, uHTS; Sentrin-specific protease 1 (Homo sapiens), Q9P0U3; recombinant SENP1 catalytic domain, CyPet-SUMO1-YPet FRET cleavage; inhibition, % at 10 µM; 360,000 tested, 0.21% active; AID 624204, 2012;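 active = inhibition at least 30% at 10 µM, raw YFP signal under a set limit, fluorescence ratio 0.5 to 1.5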;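 also: 0% = enzyme with DMSO and 100% = no enzyme wells; some results filed as inactive read as strong as hits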
#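 Material – human SENP1 catalytic domain · Input – SENP1 enzyme, 20 pM final · Compound dosing – single concentration of 10 µM compound, 0.5% DMSO final · Timing – enzyme reaction for 50 min at room temperature, dark · Measured by – FRET fluorescence in CFP and YFP emission channels · Control set – no-enzyme wells low, DMSO-plus-enzyme wells high control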
# SENP7 inh = SENP7 protease inhibitors, primary screen, biochemical, luminescence, uHTS; Sentrin-specific protease 7 (Homo sapiens), Q9BQF6; recombinant SENP7, Z-RLRGG-aminoluciferin luminescence, 40 min; inhibition, % at 5 µM; 330,000 tested, 1.5% active; AID 434973, 2010;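 active = inhibition above about 50% at the single test dose, limit read from the data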;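 also: plate controls were DMSO with enzyme for no effect and no enzyme buffer wells for full effect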
# SENP8 block-1 = human SENP8 protease inhibitors, primary screen, biochemical, fluorescence, Nedd8 protein substrate, uHTS. inhibition, % at 20 µM. 360,000 tested, 0.64% active. Sentrin-specific protease 8 (Homo sapiens), Q96LD8. recombinant SENP8. AID 602440, 2012; in the data active = inhibition mostly above about 40%, no sharp cut-off; inactive = mostly below about 27%
# Target sequence (Q96LD8 whole entry, looked up): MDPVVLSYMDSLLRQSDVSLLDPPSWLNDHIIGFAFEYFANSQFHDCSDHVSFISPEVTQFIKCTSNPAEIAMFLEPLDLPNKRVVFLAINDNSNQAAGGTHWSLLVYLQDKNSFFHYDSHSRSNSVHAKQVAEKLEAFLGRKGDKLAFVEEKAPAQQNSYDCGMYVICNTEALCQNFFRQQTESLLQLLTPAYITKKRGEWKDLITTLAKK
# UBC13 inh = UBC13 polyubiquitin chain formation inhibitors, primary screen, biochemical, TR-FRET, uHTS; AID 485273, 2010; inhibition, % at 20 µM; 330,000 tested, 0.47% active; Ubiquitin-conjugating enzyme E2 N (Homo sapiens), P61088; in the data active = inhibition above about 45%, passing the limit was not always enough
# Target sequence (P61088 whole entry, looked up): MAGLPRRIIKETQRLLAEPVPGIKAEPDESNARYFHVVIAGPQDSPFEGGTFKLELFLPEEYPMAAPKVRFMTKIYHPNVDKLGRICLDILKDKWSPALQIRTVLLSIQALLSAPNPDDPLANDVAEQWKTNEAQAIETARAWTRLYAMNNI
# HKDC1 inh = HKDC1 hexokinase inhibitors, primary screen, biochemical, fluorescence, uHTS; inhibition, % at 20 µM; recombinant HKDC1, G6PDH/diaphorase resazurin coupled fluorescence; 340,000 tested, 0.16% active;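 active = inhibition above about 35% when tested at 20 µM, limit read from the data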;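 also: plate controls were DMSO wells with enzyme for no effect and DMSO wells lacking enzyme for full effect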
#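 Assay system: recombinant HKDC1 hexokinase; detection: coupled resazurin fluorescence, excitation 525 nm, emission 613 nm; benchmarks: DMSO-plus-enzyme-mix negative control, buffer-substituted positive control; compound dosing: single 20 µM dose; schedule: 90 min at room temperature in dark; also added: glucose plus 1 mM ATP as hexokinase substrates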
# PfG6PD inh = PfG6PD enzyme inhibitors, primary screen, biochemical, fluorescence intensity, uHTS; glucose-6-phosphate dehydrogenase-6-phosphogluconolactonase (Plasmodium falciparum 3D7); PfGluPho enzyme, NADPH resazurin-diaphorase fluorescence; inhibition, % at 20 µM; 350,000 tested, 0.78% active; AID 504690, 2011;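 active = inhibition reaching at least a set limit at 20 µM in the primary screen, cut at about 59% in these data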;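 also: 0% = DMSO wells with substrate and 100% = DMSO wells lacking glucose-6-phosphate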
# SENP8 block-2 = SENP8 protease inhibitors, primary screen, biochemical, luminescence; purified SENP8, Z-RLRGG-aminoluciferin cleavage; inhibition, % at 10 µM; 330,000 tested, 1.2% active; AID 2540, 2010; in the data active = inhibition above about 50%
# SENP6 block = SENP6 protease inhibitors, primary screen, biochemical, luminescence, uHTS. Recombinant SENP6 catalytic domain, aminoluciferin luminescence. inhibition, % at 10 µM. Sentrin-specific protease 6 (Homo sapiens), Q9GZR1. AID 2599, 2010. 330,000 tested, 1.8% active;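 active = inhibition above about 50% at the single tested dose, limit read from the data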;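 also: plate controls were DMSO wells with enzyme for no effect and DMSO wells lacking enzyme for full effect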
# Target sequence (Q9GZR1 628-1112 limits assumed): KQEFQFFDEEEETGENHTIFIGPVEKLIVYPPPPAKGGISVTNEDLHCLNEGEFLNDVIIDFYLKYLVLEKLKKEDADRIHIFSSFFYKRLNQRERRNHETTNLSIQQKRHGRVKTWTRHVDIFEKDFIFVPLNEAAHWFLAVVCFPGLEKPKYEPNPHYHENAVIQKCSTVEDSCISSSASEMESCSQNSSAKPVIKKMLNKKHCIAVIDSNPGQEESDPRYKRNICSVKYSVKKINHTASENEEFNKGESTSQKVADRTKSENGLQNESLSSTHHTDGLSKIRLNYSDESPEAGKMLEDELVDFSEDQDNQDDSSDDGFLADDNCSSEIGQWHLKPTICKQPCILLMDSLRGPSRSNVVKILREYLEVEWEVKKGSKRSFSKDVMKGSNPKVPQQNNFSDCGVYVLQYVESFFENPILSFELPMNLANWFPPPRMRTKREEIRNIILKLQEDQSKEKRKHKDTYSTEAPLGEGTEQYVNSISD
# * hit, by the source's call; i = inactive; · = no result given.
SMILES	beta cell repl	SENP1 inh	SENP7 inh	SENP8 block-1	UBC13 inh	HKDC1 inh	PfG6PD inh	SENP8 block-2	SENP6 block
O=C(CSc1nnc(SCc2cccc3ccccc23)s1)Nc1ccc(C(=O)O)cc1	-3	2	3	4	-7	-10	-9	16	21
COc1ccc(Br)cc1C(=O)Nc1ccc(C(=O)O)cc1	-1	1	7	-18	-4	-6	-1	0	-3
Cc1ccc(-n2cccn2)c(CN2CCCC(CNC(=O)c3ccc(F)cc3)C2)c1 (stereo not drawn)	-3	0	1	3	5	-9	0	-3	-39
COc1cccc(C=O)c1OCCN1C(=O)c2ccccc2C1=O	-3	2	-13	0	-10	-1	-9	6	-13
COc1cc(Cl)ccc1OCc1cc(C(=O)N2C[C@@H]3CCC[C@H]2C3)no1	-4	1	-5	7	-11	-4	3	3	12
Clc1ccc(SCCCN2CCCCC2)cc1	0	3	-6	2	-3	-5	-1	3	-2
CN(CC(=O)Nc1cccc(F)c1)C(=O)CCCc1nc2ccccc2c(=O)[nH]1	-6	0	7	15	-4	-3	10	-6	1
Cc1cc(C(F)F)nn1CC(=O)NC1CCCC1	2	0	-9	1	6	-5	-3	-8	-4
CCN(CC)c1ccc(NC(=O)Nc2cccc3ccccc23)cc1	-2	1	5	-18	0	-2	3	0	-3
CN(c1ccccc1)S(=O)(=O)c1cccc(NC(=O)CSc2n[nH]c(N)n2)c1	-4	-1	-10	16	20	4	10	0	-6
CC(Oc1ccccc1)C(=O)N1CCN(c2ccc(N3CCCCCC3)nn2)CC1 (stereo not drawn)	0	-56	-4	i	11	1	11	-3	-9
O=C(Nc1ccc(Br)cc1)N1CCCCCCC1	0	0	-7	31	-2	-12	0	-2	-7
O=C1/C(=C/c2cccc(O)c2)SC(=S)N1CC1CCCO1 (stereo not drawn)	0	0	-3	35	8	4	-11	-10	-20
COCCNC(=O)c1c[nH]n2c(=O)cc(C3CCN(C(=O)OC(C)(C)C)CC3)nc12	1	1	-17	-79	-6	-1	6	-8	-4
NNc1cc(C(=O)O)ccc1Cl	-3	1	-9	14	-14	-5	1	-6	-13
Cc1ccc(-c2nn(C)c(=O)c3ccccc23)cc1S(=O)(=O)N1CCOCC1	-4	-2	4	11	11	3	5	-1	-12
O=C(CN(Cc1ccco1)C(=O)CCC(=O)Nc1ccccn1)NCCc1ccccc1	0	1	-4	16	-8	-5	4	-6	-10
CC(Nc1nc(N2CCOCC2)nc2ccccc12)c1ccccc1 (stereo not drawn)	-3	1	9	-416	18	-2	-2	-2	-12
O=C(NCC1CCCO1)c1cccc(Oc2ccc([N+](=O)[O-])cc2Cl)c1 (stereo not drawn)	4	2	-5	8	-5	0	0	-11	0
Cc1ccc(S(=O)(=O)N2CCN(Cc3ccco3)CC2)cc1C	-2	0	-6	7	-5	-6	6	-4	-1
CCOc1ccc2nc(C)cc(Nc3cccc([N+](=O)[O-])c3)c2c1	-6	2	-2	24	22	5	26	-7	-19
CC(C)(C)c1ccc(C(=O)Nc2ccc(O)c3c(=O)cc(-c4ccccc4Cl)oc23)cc1	-4	-1	-1	27	-14	7	9	-4	-2
Cc1ccccc1Cc1c(C)nc2nc(SCC(=O)NCCCN3CCCC3)nn2c1C	4	-5	2	14	20	-9	-1	4	-7
O=C(Nc1cc(Cl)ccn1)C1CCN(S(=O)(=O)c2cccs2)CC1	-4	-1	9	12	2	3	18	3	5
CCC(=O)Nc1ccc(NC(=O)CCc2ccccc2)cn1	1	-1	1	5	-4	1	-4	5	12
CCC1CN(C(=O)NCc2cccc(OC)c2)c2cc(Cl)ccc2O1 (stereo not drawn)	-2	0	2	14	6	-1	11	7	4
Cc1cc(N2C(=O)C(=O)/C(=C(/O)c3ccccc3)C2c2cccc(Br)c2)no1 (stereo not drawn)	-7	-2	5	11	-40	2	-18	10	1
CC1CCc2c(C(=O)NCc3ccccn3)csc2C1 (stereo not drawn)	-1	2	2	3	-5	-1	-3	-4	-3
COc1ccc(C)cc1S(=O)(=O)N(CC(=O)Nc1cccc([N+](=O)[O-])c1)c1ccccc1	-2	0	-1	-1	-25	15	13	-14	-10
COc1ccc(/C=C/C(=O)NNC(=O)c2ccncc2)c(OC)c1	-2	1	6	-58	3	3	4	-2	5
CCn1c(SCC(=O)Nc2ccccc2F)nc2c(c1=O)SC(C)C2 (stereo not drawn)	2	2	4	12	-8	-5	-10	-3	-8
Cc1ccc(S(=O)(=O)NNC(=O)CCC(=O)Nc2ccc(C)c(C)c2)cc1	-1	2	-8	-1	2	2	-10	-10	-34
O=C(O)c1ccccc1-c1ncc(-c2ccccc2)o1	-2	-1	3	-419	3	-4	-9	0	-4
CCCCCCC(C)OC(=O)Nc1cccc2ccccc12 (stereo not drawn)	-3	1	5	-1	5	7	13	-4	-21
O=C1CC(c2ccc(Cl)cc2)CC(O)=C1C=NCc1ccc(Cl)c(Cl)c1 (stereo not drawn)	-6	2	0	12	-5	7	7	1	1
COc1cc(C(=O)NC(C)c2cnn(-c3ccccc3C)c2C)cc(OC)c1OC (stereo not drawn)	-2	1	-6	8	-8	-8	-7	-2	-2
C/C(CC(=O)NC1CCCCC1)=N\NC(=O)c1ccccn1	0	2	2	12	0	-7	-18	2	4
COc1cc(/C=C/C(=O)O[C@H]2[C@H](O[C@@H]3O[C@@H](C)[C@H](O)[C@@H](O)[C@H]3O)[C@@H](O)[C@H](OCCc3ccc(O)c(OC)c3)O[C@@H]2CO)ccc1O	-4	-37	-5	-330	-2	-1	18	0	-9
O=C(Nc1ccc(F)c(F)c1)c1ccc2c(c1)OCO2	-2	1	-5	5	4	0	33	67*	71*
CS(=O)(=O)c1ccc2nc(NC(=O)CCNC(=O)c3ccc(Cl)cc3)sc2c1	0	1	0	10	15	-2	2	-4	-22

# The last 6 entries of the part before come first, to join the parts:
SMILES	beta cell repl	SENP1 inh	SENP7 inh	SENP8 block-1	UBC13 inh	HKDC1 inh	PfG6PD inh	SENP8 block-2	SENP6 block
O=C1CC(c2ccc(Cl)cc2)CC(O)=C1C=NCc1ccc(Cl)c(Cl)c1 (stereo not drawn)	-6	2	0	12	-5	7	7	1	1
COc1cc(C(=O)NC(C)c2cnn(-c3ccccc3C)c2C)cc(OC)c1OC (stereo not drawn)	-2	1	-6	8	-8	-8	-7	-2	-2
C/C(CC(=O)NC1CCCCC1)=N\NC(=O)c1ccccn1	0	2	2	12	0	-7	-18	2	4
COc1cc(/C=C/C(=O)O[C@H]2[C@H](O[C@@H]3O[C@@H](C)[C@H](O)[C@@H](O)[C@H]3O)[C@@H](O)[C@H](OCCc3ccc(O)c(OC)c3)O[C@@H]2CO)ccc1O	-4	-37	-5	-330	-2	-1	18	0	-9
O=C(Nc1ccc(F)c(F)c1)c1ccc2c(c1)OCO2	-2	1	-5	5	4	0	33	67*	71*
CS(=O)(=O)c1ccc2nc(NC(=O)CCNC(=O)c3ccc(Cl)cc3)sc2c1	0	1	0	10	15	-2	2	-4	-22
COC(=O)CSc1nnc(CNc2nc(-c3ccccc3)cs2)n1C	0	0	6	10	5	-5	9	-4	-14
COc1cc(C2C(N3C(=O)c4ccccc4C3=O)C(=O)N2c2ccc(C)c(C)c2)cc(OC)c1OC (stereo not drawn)	·	1	·	15	·	1	-6	·	·
O=C1C=CC(=O)c2c(O)c(N3CCN(CCOCCO)CC3)c(Br)c(O)c21	·	11	·	19	·	46*	115*	·	·
COc1ccc(C(c2c[nH]c3ccccc23)c2c[nH]c3ccccc23)cc1O	-8	-7	-5	-15	11	·	·	1	1
Cc1ccsc1C1C(C#N)=C(N)OC2=C1C(=O)CCC2 (stereo not drawn)	-2	-7	0	7	-2	-4	33	11	-2
CC(=O)Oc1ccc2c3c(c(=O)oc2c1C)CCCC3	-2	-118	-2	-147	17	-3	-6	-5	-1
O=C1C2C(c3ccccc3)C=CC(c3ccccc3)C2C(=O)N1c1ccccn1 (stereo not drawn)	1	41*	0	12	-2	3	-4	-9	-22
CC(=O)c1cc(C#N)c(Oc2ccc(Cl)cc2Cl)nc1C	0	2	-8	25	-3	0	-8	-4	4
COc1ccc(NC(=O)c2cc(S(=O)(=O)N3CCCC3)oc2C)cc1	0	2	-8	21	-3	-1	-13	-3	-26

# Source: PubChem
